From PubChem BioAssay
D1 antagonist: blocks dopamine activation of the human D1 receptor; HEK293 TREx D1 cells, calcium flux, dopamine EC80; active compounds read low; activity change, negative = inhibition, % at 10 µM; 360,000 tested, 3.2% active; in the data active means activity change below about -30%; further: on the % scale 0 is the no-effect control and ±100 the full control effect
Target sequence (P21728 whole entry, looked up): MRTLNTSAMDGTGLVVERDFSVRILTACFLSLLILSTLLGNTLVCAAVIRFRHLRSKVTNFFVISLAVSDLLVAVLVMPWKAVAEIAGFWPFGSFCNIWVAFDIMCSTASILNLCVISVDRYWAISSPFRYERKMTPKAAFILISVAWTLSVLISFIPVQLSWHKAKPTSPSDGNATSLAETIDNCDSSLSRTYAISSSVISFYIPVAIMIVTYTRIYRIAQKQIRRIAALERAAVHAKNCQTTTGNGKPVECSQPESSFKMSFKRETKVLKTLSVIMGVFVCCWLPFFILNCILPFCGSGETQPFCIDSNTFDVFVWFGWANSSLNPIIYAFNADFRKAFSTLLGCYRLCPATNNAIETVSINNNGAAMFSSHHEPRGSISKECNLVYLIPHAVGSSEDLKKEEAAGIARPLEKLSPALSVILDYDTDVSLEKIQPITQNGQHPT
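Kinetic fluorescence of a calcium dye serves as the read-out. D1-expressing Hek293 Trex cells, induced overnight at 30 C, are exposed to compound for 180 s before an EC80 dopamine addition, then read 180 s further.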
D2 potentiator: D2 dopamine receptor (human) potentiation; 340,000 tested, 0.34% active; potentiation, % at 10 µM; P14416; HEK293 T-REx D2, calcium flux, EC20 dopamine potentiation;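 active means potentiation over 3 SD above the plate norm, cut at about 30% in these data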; further: 0% is about no effect
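Potentiation of an EC20 dopamine calcium response is measured in a force-coupled, tetracycline-inducible Hek293 Trex D2 line. Compound-only kinetic reads over 180 s flag agonists before dopamine addition.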
LDHA inh: blocks human lactate dehydrogenase A. activity change, % (values are at about 110 or 230 µM). P00338. purified LDHA, NADH/diaphorase-resazurin fluorescence; active compounds read low. AID 1347041. 480,000 tested, 0.15% active; in the data active means activity change below about -30%; inconclusive means mostly about -25% to -30%;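 further: plate controls were DMSO wells for no effect and wells without enzyme for full effect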
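Human LDH5 (2 nM) was incubated with 0.06 mM NADH and 0.2 mM pyruvate for 5 min at room temperature in Tris pH 7.4. Remaining NADH was coupled through diaphorase/resazurin, and resorufin fluorescence was read at 0 and 20 min.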
RXFP1 ag: agonists of human relaxin receptor RXFP1. Q9HBX9. HEK293T-RXFP1 cAMP TR-FRET, 30 min; response scale: percent of porcine relaxin response, buffer zero. Potency, µM (series often up to 57.5 µM), for the others: at the top dose activation, hits mostly activators. 370,000 tested, 0.3% active. AID 2676; further: potency means the concentration at half of the fitted maximal effect; on the % scale 0 is the no-effect control and ±100 the full control effect; nearly all actives have a fitted effect of over 60% in size; many of its hits are not listed in these tables
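Agonist response is measured as cAMP accumulation in an RXFP1-transfected HEK293T line under PDE4 inhibition. Values are scaled between buffer-only and 29 nM porcine relaxin, and EC50s come from standard Hill equation fits.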
Vif-A3G inh: blocks the Vif interaction with human APOBEC3G | HeLa A3G-eYFP + Vif (tagged APOBEC3G with the HIV-1 protein that degrades it), YFP fluorescence, overnight | AID 602310 | Potency, µM (top dose mostly 46.1 µM), for inactives: top-dose activity, negative = active, hits mostly inhibitors | 410,000 tested, 0.076% active | Q9HC16;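 further: potency means the concentration at half of the fitted maximal effect; on the % scale 0 is the no-effect control and ±100 the full control effect; nearly all actives have a fitted effect of over 60% in size; hits raise eYFP signal because A3G escapes Vif-driven loss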
Target sequence (Q9HC16 whole entry, looked up): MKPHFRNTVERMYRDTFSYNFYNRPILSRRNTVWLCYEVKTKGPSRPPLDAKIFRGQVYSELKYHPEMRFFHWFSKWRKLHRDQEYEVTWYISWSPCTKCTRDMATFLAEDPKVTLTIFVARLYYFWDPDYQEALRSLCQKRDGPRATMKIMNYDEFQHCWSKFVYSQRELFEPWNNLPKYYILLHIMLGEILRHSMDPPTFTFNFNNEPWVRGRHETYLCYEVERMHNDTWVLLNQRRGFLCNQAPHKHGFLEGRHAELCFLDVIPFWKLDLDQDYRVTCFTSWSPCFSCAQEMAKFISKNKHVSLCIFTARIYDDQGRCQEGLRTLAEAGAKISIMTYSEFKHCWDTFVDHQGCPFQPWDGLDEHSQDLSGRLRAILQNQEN
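HeLa cells stably expressing Vif and C-terminally eYFP-tagged A3G, seeded overnight at 37 deg C, then exposed to compound by pintool overnight at 37 deg C. Rise in yellow fluorescence (Ex 488/Em 500-530, Acumen) marks blocked Vif-driven A3G degradation.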
Vif-A3F inh: Vif-A3F binding inhibition. Potency, µM (highest dose often 46.1 µM), without a hit: top-dose activity, negative = active. AID 602313. HeLa A3F-eYFP + Vif (tagged APOBEC3F with the HIV-1 protein that degrades it), YFP fluorescence increase. 390,000 tested, 0.2% active; further: potency means the concentration at half of the fitted maximal effect; % of control where 0% means no effect; nearly all actives have a fitted effect of over 65% in size
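Fluorescence increase (Ex 488/Em 500-530) after overnight compound treatment at 37 deg C flags inhibition of Vif-driven A3F-eYFP loss in stable HeLa A3F-eYFP/Vif cells seeded overnight beforehand.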
GRP78 ERSR act: ER stress response induction in glioma. U87-MG GRP78 promoter luciferase reporter, 16 h. Potency, µM, inactives show at the top dose activation, most hits filed as activators. 420,000 tested, 0.02% active; further: potency means the concentration at half of the fitted maximal effect; series mostly up to about 76 µM; % of control where 0% means no effect; nearly all actives have a fitted effect of over 35% in size
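Stably transfected U87-MG human glioma cells carrying a GRP78-based luminescent sensor were seeded at 1000 cells/well, pin-dosed with compounds and incubated 16 h. Luciferase reagent was then added, and end-point luminescence was read after 10 min at room temperature.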
D1 potentiator: potentiators of human D1 dopamine receptor; HEK293 TREx D1 cells, calcium flux, dopamine EC20 potentiation; potentiation, % at 10 µM; 360,000 tested, 0.036% active; P21728; in the data active means potentiation above about 30%; further: 0% is about no effect
D1 agonist: activates the human D1 dopamine receptor. activation, % at 2 µM. 360,000 tested, 1% active. HEK293 T-REx D1 cells, calcium flux, agonist mode. P21728. AID 504660; in the data active means activation above about 30%; further: 0% is about no effect
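Agonism was scored from calcium flux recorded over 180 s (1 read/s) after pintool compound addition, following a 10-cycle baseline. Cells were inducible force-coupled HEK293 TREx D1, plated overnight at 30 C and loaded with no-wash calcium dye.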
Numbers without * were called inactive; ? = inconclusive; nt = not tested or not shown. Unless noted, the call rests on the fitted dose curve; in most records, active means well fitted curve in the direction sought with a large enough effect; inconclusive means small, poorly fitted or top-dose-only effect, or another doubt; inactive means no such curve, though single readings can be large; an effect the other way counts as inactive or inconclusive.

Screens in order – D1 potentiator, RXFP1 ag, D2 potentiator, Vif-A3G inh, D1 antagonist, LDHA inh, GRP78 ERSR act, D1 agonist, Vif-A3F inh
(1) Cc1cccc(C)c1NC(=O)CN(c1c(C)cccc1C)S(C)(=O)=O
 : nt, nt, nt, -3%, nt, -7, -1%, nt, 7%
(2) CCc1c(C)[nH]n(CCC#N)c1=O
 : -6, 0.2%, -8, -7%, -5, 5, 0%, 2, -8%
(3) CN(CC(=O)Nc1ccccc1C(F)(F)F)C(=O)c1cccc(-n2cccc2)c1
 : -7, -0.3%, 0, 1%, -11, 3, -2%, 3, -1%
(4) O=C(NCCN1CCN(c2cccc(Cl)c2)CC1)Nc1ccccc1C(F)(F)F
 : -4, 0.6%, nt, 3%, -43*, 0, -1%, 19, 0%
(5) N/C(=N\O)c1ccc(NC(=O)c2cccs2)cc1
 : -6, 2.9%, -3, -3%, 26, -7, -4%, 3, nt
(6) Cc1cccc2cc(CNC3CCCC3)c(Cl)nc12
 : 0, -1.3%, -9, 2%, -5, -5, -4%, 6, 1%
(7) CCN(CC(=O)Nc1ccccc1C(F)(F)F)C(=O)CN1C(=O)NC2(CCCCC2)C1=O
 : -4, -0.7%, -1, -1%, 9, -7, -5%, 1, 0%
(8) O=C(COc1nc2ccccc2nc1N1CCOCC1)N1CCc2ccccc21
 : -6, 9.7%, 10, 2%, 10, -3, -3%, 1, 7%
(9) Cc1coc2cc3oc(=O)c(CCC(=O)NCCCn4ccnc4)c(C)c3cc12
 : -6, 0.9%, -14, 1%, -15, 0, -2%, -1, 2%
(10) CCN(CC)C(NC(=O)Cc1ccccc1)C(Cl)(Cl)Cl (stereo not given)
 : -9, 4.6%, -20, 0%, -2, -5, -4%, 3, -6%
(11) CCc1ccc(-c2nn(CC(=O)Nc3ccccc3)c3c2cnc2ccc(F)cc23)cc1
 : -3, 18%, 0, 0%, 10, -5, 3%, 4, 0%
(12) O=C(OCCCc1cc2ccccc2c(=O)o1)c1ccc(F)cc1
 : -6, 2.1%, -1, -12%, nt, 1, -3%, 9, -3%
(13) O=C(N/N=C/C=C/c1cccc([N+](=O)[O-])c1)C(O)c1ccccc1 (stereo not given)
 : -3, -0.8%, -1, -3%, -18, -4, 2%, -1, 0%
(14) CCc1nc2ccccc2c(C(=O)OCC(=O)NC(=O)c2cccn2C)c1C
 : -3, 2.7%, -2, 0%, 4, 3, -1%, 5, 0%
(15) CC(C)(C)S(=O)N1Cc2cc(=O)n(Cc3ccccc3)c(CCO)c2[C@H]1CCO (stereo not given in full)
 : nt, nt, nt, -1%, nt, 8, 0%, nt, -10%
(16) O=S(=O)(c1ccc(Cl)cc1)c1ccccn1
 : -11, 0.8%, 3, 1%, -11, -2, 3%, 2, -14%
(17) CN(Cc1ccncc1)C1CC(=O)N(c2ccc(Cl)cc2)C1=O (stereo not given)
 : 2, 0.0%, 4, 2%, -3, -8, -6%, 5, 6%
(18) COc1ccc(CNC(=O)COC(=O)c2ccc(S(=O)(=O)NCc3ccco3)cc2)cc1
 : nt, nt, nt, 9%, nt, -2, -6%, nt, 4%
(19) O=C(COC(=O)/C=C/c1cccc(Br)c1)NCCc1ccccc1
 : -9, 1.3%, 3, -6%, -8, -1, -4%, 13, 5%
(20) O=C(CSc1nnc(Cc2ccccc2)n1-c1ccccc1)NNC(=O)Cc1ccccc1
 : 3, 0.1%, -6, 5%, 3, -1, -2%, 3, -6%
(21) Cc1onc(-c2ccccc2)c1C(=O)Nc1ccc(Cl)cn1
 : -2, 1.7%, -5, -10%, -2, -3, -4%, 1, 8%
(22) CC(=O)Nc1ccc(C(=O)COC(=O)CCN2C(=O)C3CC=CCC3C2=O)cc1 (stereo not given)
 : -1, 0.4%, 15, -2%, -3, -1, -4%, 3, 2%
(23) CCOC(=O)Cn1c(CN(Cc2ccccc2)Cc2ccccc2)nc2c1c(=O)n(C)c(=O)n2C
 : -1, 3.5%, -1, 1%, 6, 3, -4%, 3, 2%
(24) CCCn1c(N)c(N(CCOC)C(=O)COC(=O)COc2c(C)cc(C)cc2C)c(=O)[nH]c1=O
 : nt, nt, nt, 0%, nt, -4, -3%, nt, -14%
(25) Cc1ccc(N2C(=O)C3C4C=CC(C4)C3C2=O)cc1C (stereo not given)
 : -2, -3.1%, -13, -3%, -5, -17, -1%, -1, -7%
(26) O=c1[nH]c(C2CCN(S(=O)(=O)c3ccc4c(c3)OCCO4)CC2)nc2c1nnn2Cc1ccc(F)cc1
 : 3, 2.2%, -10, 2%, 2, 1, -6%, 3, 7%
(27) Cc1ccc(CN2CCN(/N=C/c3ccc(C(=O)O)cc3)CC2)c(C)c1
 : -1, 3.3%, -1, 3%, -8, -8, -4%, 2, 19%
(28) OC1CCN(c2ncnc3c2nnn3Cc2c(F)cccc2Cl)CC1
 : -6, 1.0%, 2, 2%, -11, -10, -3%, 4, -9%
(29) Cc1ccc(S(=O)(=O)NCCC(=O)NCc2ccco2)cc1
 : -4, -0.4%, -14, 0%, -4, -7, -2%, -1, -26%
(30) COc1cccc(CNC(=O)C(=O)NCC(c2ccc3c(c2)OCO3)N2CCOCC2)c1 (stereo not given)
 : -4, 0.0%, 0, 4%, 12, -8, -5%, 0, 7%
(31) O=C(CCCn1c(=O)[nH]c2cc(Cl)ccc2c1=O)NCC1CCCO1 (stereo not given)
 : -9, 5.9%, -9, -1%, -13, -3, -2%, -1, -12%
(32) CC(C)(C)Cc1c(-c2ccc(Br)cc2)nc2ccc(Cl)cn12
 : nt, nt, nt, -4%, nt, 3, -3%, nt, ?
(33) CC1CCc2c(sc(NC(=O)c3cc(-c4cccc(Cl)c4)on3)c2C(N)=O)C1 (stereo not given)
 : 3, 1.6%, -10, 2%, 18, -2, -4%, -1, 0%
(34) Cc1cc(C)cc(C(=O)n2cnnc2N)c1
 : -2, -1.2%, -6, -1%, -10, -1, 2%, 0, 4%
(35) C[C@@H]1CN(C(=O)c2nc3ccc(Cl)cn3c2CN[C@H]2CCCCNC2=O)C[C@H](C)O1
 : -2, -1.9%, -4, -11%, 12, -1, -3%, 1, -18%
(36) [O-]C1=N[N+](=C(c2ccccc2)c2ccccc2)C1
 : nt, nt, nt, 3%, nt, 2, 1%, nt, -8%
(37) C/C(=N\S(=O)(=O)c1ccc(C)cc1)NC(=S)Nc1ccccc1
 : -3, 0.0%, -4, -2%, 15, -2, 3%, 1, -29%
(38) COc1ccccc1NC(=O)c1nn(-c2ccccc2)ccc1=O
 : -8, -0.3%, -2, 1%, -5, -5, -2%, 0, 4%
(39) CC(C)c1nc2ccccc2n1CCC(=O)O
 : -3, 2.1%, 10, 0%, -11, -4, 2%, 4, -8%
(40) Cc1cc(C)cc(C(=O)N[C@@H](C)C(=O)N2CCC3(CC2)NCCc2[nH]cnc23)c1
 : -3, 0.0%, -1, 5%, -2, -9, 10%, 3, -1%
(41) Cc1cccn2c(CN(C)C3CCCc4ccccc43)c(C(=O)N3CCOCC3)nc12 (stereo not given)
 : 3, -1.2%, -10, 3%, 3, -8, -10%, 5, 1%
(42) COc1ccccc1CN1CCN(C(=O)c2ccco2)CC1
 : -5, 2.7%, -16, 0%, -2, -17, -3%, 8, -2%
(43) COc1ccc(Cl)cc1NC(=O)Cn1c(NCCO)nc2ccccc21
 : -6, -0.2%, -5, -1%, -9, -5, 1%, 0, -9%
(44) Cc1cc(C(=O)Nc2sc3c(c2C#N)CCC(C)C3)cs1 (stereo not given)
 : 1, 27%, 8, -1%, 4, -5, 2%, 0, 1%
(45) Cc1ccc(OCC(=O)Nc2ccc(-c3nc4ncccc4o3)cc2)cc1
 : -1, 3.9%, 9, 3%, -6, 1, -1%, -2, -7%

Shown as a markdown table: part of the list above.
| nr | SMILES | D1 potentiator | RXFP1 ag | D2 potentiator | Vif-A3G inh | D1 antagonist | LDHA inh | GRP78 ERSR act | D1 agonist | Vif-A3F inh |
| --- | --- | --- | --- | --- | --- | --- | --- | --- | --- | --- |
| 37 | C/C(=N\S(=O)(=O)c1ccc(C)cc1)NC(=S)Nc1ccccc1 | -3 | 0.0% | -4 | -2% | 15 | -2 | 3% | 1 | -29% |
| 31 | O=C(CCCn1c(=O)[nH]c2cc(Cl)ccc2c1=O)NCC1CCCO1 (stereo not given) | -9 | 5.9% | -9 | -1% | -13 | -3 | -2% | -1 | -12% |
| 9 | Cc1coc2cc3oc(=O)c(CCC(=O)NCCCn4ccnc4)c(C)c3cc12 | -6 | 0.9% | -14 | 1% | -15 | 0 | -2% | -1 | 2% |

Carrying on:
Screens in order – D1 potentiator, RXFP1 ag, D2 potentiator, Vif-A3G inh, D1 antagonist, LDHA inh, GRP78 ERSR act, D1 agonist, Vif-A3F inh
(46) CCOc1ccccc1NC(=O)CSc1nc(=O)[nH]c2c1CCCC2
 : 8, 0.0%, -2, 4%, nt, -9, -2%, -3, -1%
(47) COc1cc2c(cc1OC)C(COc1ccc([N+](=O)[O-])cc1)NCC2 (stereo not given)
 : -2, 1.0%, 1, 3%, -15, -1, -3%, 7, 2%
(48) COc1cccc(C(c2sc3nc(-c4ccco4)nn3c2O)N2CCOCC2)c1 (stereo not given)
 : -4, 1.5%, -1, -2%, nt, -2, -4%, 0, -2%
(49) O=C(c1cc(Br)ccc1Cl)N1CCN(c2ccccn2)CC1
 : -4, -0.2%, 6, 5%, -9, -7, -4%, 3, -3%
(50) COc1ccc(NC(=O)CSc2nccn2-c2cccc(OC)c2)cc1
 : -2, 0.6%, -29, 3%, -4, -6, -3%, 6, 1%
(51) CCC(=O)OCc1cnc(C)c2oc(=O)c(C(=O)Nc3ccc(CC)cc3)cc12
 : -1, -0.9%, nt, -3%, -2, -1, -3%, 0, ?
(52) CCN(C(=O)CCNC(=O)Cn1cnc2ccccc2c1=O)c1ccccc1F
 : 2, -0.9%, -12, -3%, -4, -7, -5%, -3, -1%
(53) O=[N+]([O-])c1ccccc1S(=O)(=O)Nc1ccc(S(=O)(=O)Nc2nccs2)cc1
 : 3, 0.2%, -6, -17%, 0, 1, -1%, 1, ?
(54) CC(C)CCN1NC2(CCCC(C)C2)NC1=S (stereo not given)
 : -4, 0.9%, -5, 3%, 21, -5, 4%, 1, -5%

A portion of the library (hit frequency here may not be typical).
